Compound activity: PubChem, University of Kansas High Throughput Screening Laboratory
mHTT CaM bind: mHTT-calmodulin interaction abrogation; inhibition, % at 15 µM; 190,000 tested, 3.6% active; AID 1671202; P42858; AlphaScreen His-mHTT/GST-CaM binding, luminescence;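 also: 0% = both proteins with DMSO and 100% = one protein alone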
Pf apPOL inh: Pf-apPOL DNA polymerase inhibition. AID 1794808. Recombinant Pf-apPOL, molecular beacon fluorescence, 1.5 h. 210,000 tested, 0.25% active. inhibition, % at 10 µM
* = called active by the depositor; i = inactive; · = not tested or not shown; & = joins results of further samples. Rule as the data show it: active = inhibition above about 50%; inactive = the rest.

Preview, 16 compounds:
SMILES	mHTT CaM bind	Pf apPOL inh
S=C(NC1CCCCC1)NC1CCCCC1	-8	·
CS(=O)(=O)Nc1ccc(C2(C(=O)N3CCN(c4ccccc4)CC3)CCCCC2)cc1	45	-4
CS(=O)(=O)N1CCC(C(=O)Nc2nc(-c3ccc4c(c3)OCCO4)cs2)CC1	2	-24
CCOc1cccc(/C=C2\SC(=O)N(Cc3ccc(F)cc3)C2=O)c1O	-3	-7
O=C(c1ccc(Br)o1)N1CCCc2ccccc21	-8	-11
COc1ccc(-c2nc(C(=O)NCc3ccccc3)cs2)c(F)c1	-8	-1
O=C(C=Cc1cccs1)NC(=S)NNC(=O)Cn1nnc(N2CCOCC2)n1	·	-307
CCN1CCCn2nc(C3CCN(C(=O)C4CCCC4)CC3)cc2C1=O	-9	4
CC(C)C1=C2OC(N)=C(C#N)C(C#N)=C2C(C)CC1 (stereo not drawn)	6	-4
CCOC(=O)Nc1ccc2c(c1)N(C(C)=O)c1ccccc1CC2	0	-1
N#Cc1c(-c2ccccc2)nc2n(c1=O)CCS2	1	1
CCc1noc(-c2cccnc2N2CCCN(Cc3cccc(F)c3)CC2)n1	-24	-4
CN1C(=O)C(Cl)(Cl)C(=O)c2ccccc21	·	8
Cc1cc(C2C(C#N)=C(N)N(c3ccc(F)cc3)C3=C2C(=O)CC(C)(C)C3)c(C)s1 (stereo not drawn)	7	-3
O=C(NCc1csc(-c2cccs2)n1)C1CCN(C(=O)CCc2ccccc2)CC1	5	-1
OC1(c2ccc3ncccc3c2)c2ccccc2-c2ccccc21	-1	0

The listing, from the first entry:
SMILES	mHTT CaM bind	Pf apPOL inh
S=C(NC1CCCCC1)NC1CCCCC1	-8	·
CS(=O)(=O)Nc1ccc(C2(C(=O)N3CCN(c4ccccc4)CC3)CCCCC2)cc1	45	-4
CS(=O)(=O)N1CCC(C(=O)Nc2nc(-c3ccc4c(c3)OCCO4)cs2)CC1	2	-24
CCOc1cccc(/C=C2\SC(=O)N(Cc3ccc(F)cc3)C2=O)c1O	-3	-7
O=C(c1ccc(Br)o1)N1CCCc2ccccc21	-8	-11
COc1ccc(-c2nc(C(=O)NCc3ccccc3)cs2)c(F)c1	-8	-1
O=C(C=Cc1cccs1)NC(=S)NNC(=O)Cn1nnc(N2CCOCC2)n1	·	-307
CCN1CCCn2nc(C3CCN(C(=O)C4CCCC4)CC3)cc2C1=O	-9	4
CC(C)C1=C2OC(N)=C(C#N)C(C#N)=C2C(C)CC1 (stereo not drawn)	6	-4
CCOC(=O)Nc1ccc2c(c1)N(C(C)=O)c1ccccc1CC2	0	-1
N#Cc1c(-c2ccccc2)nc2n(c1=O)CCS2	1	1
CCc1noc(-c2cccnc2N2CCCN(Cc3cccc(F)c3)CC2)n1	-24	-4
CN1C(=O)C(Cl)(Cl)C(=O)c2ccccc21	·	8
Cc1cc(C2C(C#N)=C(N)N(c3ccc(F)cc3)C3=C2C(=O)CC(C)(C)C3)c(C)s1 (stereo not drawn)	7	-3
O=C(NCc1csc(-c2cccs2)n1)C1CCN(C(=O)CCc2ccccc2)CC1	5	-1
OC1(c2ccc3ncccc3c2)c2ccccc2-c2ccccc21	-1	0
COC(=O)C(C)Oc1ccc2c(c1)OC(=Cc1ccco1)C2=O (stereo not drawn)	11	3
CS(=O)(=O)c1cc2ccccc2oc1=O	·	3&-1
O=C(NCCOCc1ccc(Cl)cc1)c1cncc(Br)c1	-12	-4
CC1CCC(NC(=O)CC2COc3ccccc3NC2=O)CC1 (stereo not drawn)	-3	-4
Cc1noc(C)c1C(=O)NCc1cc(F)cc2c1OCOC2	·	-5
CN(C)C(=O)c1cc(-c2ccc3ccccc3c2)on1	-17	0
Cc1nc2cc(-c3noc(-c4ccc(C#N)cc4)n3)ccc2o1	-5	0
CCc1onc(C)c1C1CCCN1Cc1ccccc1F (stereo not drawn)	-33	8
CCn1c2ccccc2c2cc(NC(C)=O)ccc21	6	0

Next section:
SMILES	mHTT CaM bind	Pf apPOL inh
CCOc1ccc(-n2nc(C(=O)N3CCCC3)c3ccccc3c2=O)cc1	4	-3
Cn1c(N2CCC(C(=O)NC3CCCCC3)CC2)cc(=O)n(C)c1=O	34	-5
CCc1ccc(NC(=O)c2cc(=O)n3c(nc4ccccc43)s2)cc1	0	-6
Oc1cccc2ccc(Cl)nc12	-4	·
COc1cccc(NC(=O)c2ccc(OC)c(OC)c2)c1	-2	-3&1
Cc1cc(Br)ccc1OCC(=O)NCC1CCCO1 (stereo not drawn)	-5	-5
CC(C)N1CCC(CNC(=O)C2CCCCC2)CC1	-7&-18	-4&-4
O=C(NCc1cccnc1)C(=O)Nc1ccccc1Cl	-3	-23
Cc1nn(C)c2c(=O)n(C(C)C(=O)NCc3cccc(C(F)(F)F)c3)ccc12 (stereo not drawn)	-1	-3
CCCn1c(-c2cccc(C(=O)N3CCN(C)CC3)c2)nc2cccnc21	-8	3
COc1ccc(C2=CC(c3cccc(Br)c3)n3nc(CCCO)nc3N2)cc1OC (stereo not drawn)	53*	-6
c1ccc(Nc2n[nH]nc2-c2ccccc2)cc1	-4	-8
Cn1c2ccccc2c2nnc(SCc3ccccc3Cl)nc21	-4	0
Cc1ccc2c(CN3CCN(c4ccc(Cl)c(Cl)c4)CC3)cc(=O)oc2c1	-9	-7
CC(=O)C1=C(C)NC(SCc2cccc([N+](=O)[O-])c2)=C(C#N)C1c1cccs1 (stereo not drawn)	16	0
O=C1CCCC2=C1C(c1ccco1)Nc1ccccc1N2 (stereo not drawn)	4	1
Nc1ccc2nc(C(O)C(O)c3nc4ccc(N)cc4[nH]3)[nH]c2c1 (stereo not drawn)	37	0
CCc1ccccc1N1CCN(C(=O)c2ccc(C(F)(F)F)cc2)C(C)C1=O (stereo not drawn)	12	0
COc1ccc(S(=O)(=O)NC(C)C)cc1OC	-5&-2&-2	6&-6&-5
Cn1nc(C(=O)NCc2ccccc2)c2c1CCN(C(=O)c1ccco1)C2	18	-10
O=[N+]([O-])c1cc(C(F)(F)F)cc([N+](=O)[O-])c1Sc1ncc2ccccn12	·	8&4
O=C(CN1CCC(c2nc(-c3cccc(F)c3)no2)CC1)Nc1ccc(F)cc1Cl	-8	-7
COc1nn(C)cc1C(=O)Nc1cc(C)nn1-c1nc2ccccc2s1	-10	-4
CCCCCC(=O)N1C[C@H](O)[C@@H](n2cc(C3CC3)nn2)C[C@@H]1c1ccc(Cl)cc1	38	-4
CN(CCCNC(=O)c1cc2cc3ccc(Cl)cc3nc2o1)Cc1ccccc1	-2	0

Remaining list, next part
SMILES	mHTT CaM bind	Pf apPOL inh
O=C(Nc1nnc(COc2ccccc2)s1)c1cccs1	-1	0
CCc1ccc(S(=O)(=O)N=C2C=CC(=O)C=C2)cc1	48	-2
COc1ccc(C2=NN(C(=O)CN3CCOCC3)C(c3ccccc3Cl)C2)cc1 (stereo not drawn)	21	-5
COc1ccc(C(=O)CSc2nc(N)cc(=O)[nH]2)cc1	-4	-6
Oc1ccccc1C(O)(c1ccccc1)c1ccccc1	-4	-17
Cc1nnsc1C(=O)Nc1nn(C)c2c1C(c1cccs1)CC(=O)N2 (stereo not drawn)	-8	-10
COc1cc(C(=O)NCCOc2cc(C)cc(C)c2)cc(OC)c1OC	12	2
CCN(CC)C(=S)Oc1c(Br)cc(Br)cc1Br	·	-2
CC(O)(CC#N)c1ccccc1 (stereo not drawn)	-3	0
Cc1cc(=O)n(CC(=O)Nc2ccc(F)c(F)c2)c(N2CCCC2)n1	15	-2
Cc1ccc2c(Nc3ccccc3C)c(-c3nc(C)no3)cnc2n1	18	1
CCOc1cc2[nH]c(=O)n(CC(OC)OC)c(=O)c2cc1OCC	1	-3
COc1ccc(-c2nc3cc(N)ccc3o2)cc1OC	10	-6
CN1C(=O)CCc2cc(C(=O)N3CCCCC3)ccc21	-3	-1
Clc1ccc(Cl)c(N/N=C/c2ccccn2)c1	i	·
O=C(CN1CCC2(CC1)N=C(c1cccc(F)c1)C(=O)N2)Nc1ccc(F)cc1F	-1	3
Cc1ccc(C2CC(c3cccn3C)=NN2C(=O)CN(C)C(=O)C2CCC2)cc1 (stereo not drawn)	54*	-8
CCCC1CCC(C2=N/C(=C\c3ccccc3OC)C(=O)O2)CC1 (stereo not drawn)	-7	1
Cc1ccc(Cl)cc1NC(=O)C(C)Cn1cncn1 (stereo not drawn)	-4	0
Cc1c(Cl)cccc1-c1ccc(C(=O)Nc2ccccn2)o1	-4&-12	-16&-2
CN(C)CCNC(=O)c1cccnc1N1CCNC(c2ccccc2)C1 (stereo not drawn)	5	-3
O=C(CCCN1C(=O)c2cccnc2C1=O)Nc1cccc2c1CCCC2	3	-43
CCCCNC(=O)c1ccc(-n2ccnc2SCC(=O)NCCc2ccccc2)cc1	-5	-12
O=C(NCc1ccc2c(c1)OCO2)c1ccc2c(c1)NC(=O)C(N1CCOCC1)S2 (stereo not drawn)	9	-14
Cc1ccc(CN2CCC3(CC2)N=C(c2ccc(Br)cc2)C(=O)N3)cc1	11	-3

Other entries.
SMILES	mHTT CaM bind	Pf apPOL inh
c1ccc(-c2n[nH]c(C3CCN(Cc4ccccn4)CC3)n2)cc1	-10	-6
Cc1ccc(-n2cnc3cc(C(=O)NC4CCCC4)ccc32)cc1Cl	47	12
CCN1c2ccc(F)cc2C(=O)NC12CCN(C(=O)Cc1ccccc1Cl)CC2	9	2
COc1cc(C=C(C#N)c2nc(-c3cc4ccccc4oc3=O)cs2)ccc1OC(C)=O	5	-2
Cc1cccc(OCC(=O)N2CCN(C(=O)c3cccc(F)c3)CC2)c1	-1	4
Cc1nc(SCC(=O)Nc2cccc(C(F)(F)F)c2)c(C#N)c(C)c1Cl	1	-2
CCC(=O)NC(=O)NC(c1ccccc1)c1ccccc1	-5	0
CCc1cn[nH]c1-c1c(F)cccc1F	·	-7
CCOCCCNC(=O)c1oc2ccc(S(=O)(=O)N3CCOCC3)cc2c1C	9	17
COc1cccc(/C=C2/SC(N3CCN(C)CC3)=NC2=O)c1OC	-1	-4
Cc1ccc2nc(/C=C/c3ccc([N+](=O)[O-])cc3)oc(=O)c2c1	-2	-2
Cc1ccc(-c2n[nH]c(=O)c3ccccc23)cc1S(=O)(=O)Nc1ccc2c(c1)OCO2	26&16	-1&9
O=C(NC1CCCCC1)C1CCN(c2cnc(N3CCCCC3)nc2)CC1	-8	-2
CCOc1cccc2nnc(NC(=O)c3cccc(F)c3)n12	7	7
Cc1cc(O)c(CN2CCN(C)CC2)c2c1C(=O)C(=Cc1ccccc1)O2	3	-2
O=C(Nc1ccc(OC(F)(F)F)cc1)C1CCN(S(=O)(=O)c2cccs2)CC1	-19	3
CC(C)c1noc(C2CCCCN2C(=O)c2cnn3cccnc23)n1 (stereo not drawn)	0	-2
CC(C)C1c2cccn2CCN1C(=O)Nc1cc(F)ccc1F (stereo not drawn)	4	0
c1ccc(-c2nsc(NC3Cc4ccccc4C3)n2)cc1	·	-15
COc1ccc(N2C(=O)CC(N3CCC(C(O)(c4ccccc4)c4ccccc4)CC3)C2=O)cc1 (stereo not drawn)	21	-1
O=C(c1ccc(N2CCN(c3ccccc3)CC2)c([N+](=O)[O-])c1)N1CCOCC1	3	-3
COC(OC)C12c3ccccc3C(c3ccccc31)C1C(=O)N(c3ccc(F)cc3)C(=O)C12 (stereo not drawn)	9	-2
CC(=O)Nc1cccc(N2CC(C(=O)Nc3cccc(C)c3C)CC2=O)c1 (stereo not drawn)	17	-2
O=[N+]([O-])c1cccc(/C=C/c2nc(C=Nc3ccccc3Cl)c(O)o2)c1	9	3
CCOC(=O)N1CCc2nn(CC(=O)N3CCc4ccccc43)c(=O)cc2C1	9	-1

Remaining list, next part:
SMILES	mHTT CaM bind	Pf apPOL inh
CC(C)c1cc(C2CCCN2C(=O)Nc2ccccc2Cl)on1 (stereo not drawn)	-7	14
CCOc1ccc(Cl)cc1/C=C1\NC(=O)N(CC(=O)Nc2ccccc2C)C1=O	4	4
COc1cc(C=C2Oc3c(CN4CCN(C)CC4)c(O)cc(C)c3C2=O)cc(OC)c1OC	42	-32
O=CN1CCN(Cc2cc(F)ccc2F)CC1	-6	0
O=C(NC1CC2CC1N(C(=O)NCCc1ccccc1)C2)c1cccnc1 (stereo not drawn)	0	-5
O=C(Nc1ccc2c(c1)OCO2)O[C@@H]1CC[C@@]23CCCN2C(=O)CCC[C@H]3C1	-11	-5
O=C(C1CC1)N1CCc2sc(S(=O)(=O)NCc3cccc(Cl)c3)cc2C1	5	3
CCCNc1nc(SC)nc2c1cnn2CCNC(=O)Cc1cccs1	-2	-3
Cc1nc(-c2cnn3c(C)cc(C(F)(F)F)nc23)no1	·	-6
CN(C)S(=O)(=O)c1ccc(C(=O)Nc2c3c(nn2-c2cccc(Cl)c2)CSC3)cc1	12	3
CC1=C(c2ccc(F)cc2)S(=O)(=O)N=C1N1CCCN(C(=O)CC(C)C)CC1	-4	-5
C[n+]1ccc(CC2C([N+](=O)[O-])=CNc3ncnn32)cc1 (stereo not drawn)	8	-3
COc1cc(OC)c(OC)cc1/C=N/n1c(-c2cc(OC)c(OC)c(OC)c2)n[nH]c1=S	i	·
CC(=O)c1ccc(NS(=O)(=O)c2ccc3[nH]c4c(c3c2)CCCC4)cc1	63*	-4
CCC1CCCCN1S(=O)(=O)c1ccc(F)c(C(=O)Nc2cccc(Cl)c2C)c1 (stereo not drawn)	-16	-4
Cc1nn(C(=O)CCC(=O)N2CCc3nc4cc[nH]n4c(=O)c3C2)c2ccccc12	17	4
Cc1cc(C(=O)Nc2ccc(S(=O)(=O)Nc3nccs3)cc2)ccc1[N+](=O)[O-]	10	1
Cc1ccccc1NC(=O)c1cc2c(s1)CN(C(C)C)C2	-4	-4
O=C1C[C@@H]2CCN3C(=O)CCC[C@@H]([C@H]23)[C@@H]1Cc1ccccc1	2	-5
O=C1CCC2(CCC(c3ccccc3)CC2)N1CCO (stereo not drawn)	-3	-6
COc1ccc(-c2ccc(CCC(=O)O)o2)cc1	5	-12
Cc1ccc(C(=O)Nc2nccs2)cc1Br	5	0
CCN(CC)C(=O)c1ccc(I)cc1	-4	-4
Cc1ccc(Nc2nc3ccccc3c(=O)s2)cc1C	3	0
O=c1c2c(nc(SCc3ccc(Cl)cc3)n1-c1ccccc1)CCS2	0	-1
O=S(=O)(NC1CCCc2ccccc21)c1cccc2nonc12 (stereo not drawn)	·	-2
